RPL19A TOR yeast: yeast TOR pathway RPL19A-GFP modulation | S. cerevisiae RPL19A-GFP strain, flow cytometry, 3 h; active compounds read low | percent response vs DMSO, % at 10 µM | 330,000 tested, 0.3% active | AID 2025;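 active = percent response vs DMSO below 50%; inconclusive = fewer than 70 events counted for the yeast strain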;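 also: median channel GFP fluorescence of the barcoded RPL19A-GFP strain; ratio of sample median GFP to plate DMSO average so 100% = DMSO; lower means less RPL19A-GFP as with rapamycin TOR inhibition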
VLA-4 inh: inhibition in a human VLA-4 binding assay; P13612; VLA-4 expressing cells, ligand binding flow cytometry; inhibition, % (about 7 µM as worked out from the volumes in the protocol); 330,000 tested, 0.2% active; AID 2557; in the data active = inhibition above about 50%
AGP1 TOR yeast: alters AGP1-GFP fluorescence in TOR pathway yeast screen; S. cerevisiae AGP1-GFP multiplex flow cytometry, 3 h; GFP as percent of DMSO wells; GFP response vs DMSO, % at 10 µM; 320,000 tested, 0.02% active;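 active = GFP response relative to DMSO above a set limit, near screen average plus 3 SD, cut at about 150% in these data; inconclusive = fewer than 70 cells counted for the yeast strain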;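 also: median GFP channel fluorescence of the gated AGP1 strain per well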
JMJD2C inh: human JMJD2C demethylase inhibition; Q9H3R0; GST-JMJD2C(1-420) H3K9me3 demethylation, DELFIA europium; inhibition, % at 2.35 µM; 330,000 tested, 0.069% active; AID 2099;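 active = more than half of a compound's replicate wells show inhibition beyond 50%, single wells judged on their own value; inconclusive = some, but no more than half, of replicates pass 50% inhibition; inactive = no replicate passes 50% inhibition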;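 also: signal counts dimethyl H3K9 product captured on neutravidin plate; 0% = median of DMSO wells and 100% = 0.3 times that DMSO median; strong numbers were not always called active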
Target sequence (Q9H3R0 1-420 limits assumed): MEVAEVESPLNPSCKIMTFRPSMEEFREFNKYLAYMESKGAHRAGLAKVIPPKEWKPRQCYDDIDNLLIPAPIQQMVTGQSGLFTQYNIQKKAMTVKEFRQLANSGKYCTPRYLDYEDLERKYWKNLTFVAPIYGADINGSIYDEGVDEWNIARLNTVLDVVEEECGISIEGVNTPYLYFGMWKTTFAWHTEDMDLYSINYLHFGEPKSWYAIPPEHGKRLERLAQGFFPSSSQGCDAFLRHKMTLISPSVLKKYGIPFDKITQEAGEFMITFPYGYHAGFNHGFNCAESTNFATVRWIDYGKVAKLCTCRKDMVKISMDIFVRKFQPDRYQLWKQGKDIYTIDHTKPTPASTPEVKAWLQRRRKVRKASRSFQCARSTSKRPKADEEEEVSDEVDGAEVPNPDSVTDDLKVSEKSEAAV
LAP4 TOR yeast: alters LAP4-GFP fluorescence in TOR pathway yeast screen. S. cerevisiae LAP4-GFP multiplex, flow cytometry GFP, 3 h; median GFP as percent of DMSO wells. GFP response vs DMSO, % at 10 µM. 320,000 tested, 0.34% active;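 active = GFP response vs DMSO above a set limit, about the screen mean plus 3 SD, cut at about 150% in these data; inconclusive = under 70 cell events counted for the yeast strain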
MEP2-GFP yeast: alters MEP2-GFP fluorescence in TOR pathway yeast screen. S. cerevisiae MEP2-GFP strain, flow cytometry GFP, 3 h; 100% = DMSO control level. GFP response vs DMSO, % at 10 µM. 330,000 tested, 0.51% active;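 active = GFP response versus DMSO above a set limit, roughly screen mean plus 3 SD, cut at about 180% in these data; inconclusive = fewer than 70 cells counted for a yeast strain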;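 also: median GFP fluorescence of the barcode-gated MEP2-GFP cells per well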
GRK2 inh: blocks RNA aptamer binding to human GRK2 | inhibition of aptamer binding, % at 10 µM | bead flow cytometry, FAM-aptamer displacement from GRK2 | AID 488847 | 330,000 tested, 0.59% active;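 active = inhibition of aptamer binding above 40%, roughly 3 SD of noise, on plates passing a quality check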;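 also: median bead fluorescence of bound FAM aptamer so fluorescent compounds give negative values; no value below 0 was filed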
Target sequence (P25098 whole entry, looked up): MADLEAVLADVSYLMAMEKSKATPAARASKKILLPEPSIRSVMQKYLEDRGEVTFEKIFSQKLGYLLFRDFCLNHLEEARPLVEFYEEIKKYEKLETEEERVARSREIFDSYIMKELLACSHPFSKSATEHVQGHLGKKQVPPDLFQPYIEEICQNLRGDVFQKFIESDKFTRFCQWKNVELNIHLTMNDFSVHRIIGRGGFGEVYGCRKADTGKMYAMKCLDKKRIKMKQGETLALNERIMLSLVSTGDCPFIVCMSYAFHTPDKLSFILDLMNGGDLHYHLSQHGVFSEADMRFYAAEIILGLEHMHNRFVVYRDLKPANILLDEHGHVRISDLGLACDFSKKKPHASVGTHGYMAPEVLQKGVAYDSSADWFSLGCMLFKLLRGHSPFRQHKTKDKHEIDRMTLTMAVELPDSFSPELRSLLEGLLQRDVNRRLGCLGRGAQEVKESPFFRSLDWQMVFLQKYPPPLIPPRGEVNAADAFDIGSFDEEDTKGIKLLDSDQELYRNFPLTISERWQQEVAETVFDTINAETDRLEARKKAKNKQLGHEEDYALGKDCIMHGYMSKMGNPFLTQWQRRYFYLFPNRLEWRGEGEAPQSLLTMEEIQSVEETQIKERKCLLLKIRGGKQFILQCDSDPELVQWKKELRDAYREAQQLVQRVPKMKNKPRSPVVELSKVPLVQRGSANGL
CIT2 TOR yeast: yeast TOR pathway CIT2-GFP modulation; S. cerevisiae CIT2-GFP strain, flow cytometry, 3 h; 100 means same as DMSO wells; GFP response vs DMSO, % at 10 µM; 320,000 tested, 0.065% active;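 active = GFP response relative to DMSO above a set limit, near the screen mean plus 3 SD, cut at about 150% in these data; inconclusive = Fewer than 70 cells measured for a yeast strain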;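 also: ratio of well median GFP fluorescence to mean of DMSO wells on the plate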
Starred values were filed as active, the others as inactive; i = inactive; ? = inconclusive; . = not tested or not shown; & = joins results of further samples; [ ] = another dose, or the depositor's remark.

SMILES	RPL19A TOR yeast	VLA-4 inh	AGP1 TOR yeast	JMJD2C inh	LAP4 TOR yeast	MEP2-GFP yeast	GRK2 inh	CIT2 TOR yeast
O=C(CN1CCCC1=O)NC1CCCc2c1cnn2-c1cc(F)cc(F)c1 (stereo not drawn)	105	9	107	3	94	94	1	102
CC(=O)Nc1ccc(-c2nc3ccc(NC(C)=O)cc3o2)cc1	102	13	100	-6	98	107	0	103
CCc1nn2c(=O)cc(COC(=O)c3cc(Cl)c(OC)c(OC)c3)nc2s1	96	-5	94	9	105	101	0	88
CCCn1c(SCC(=O)Nc2cc(Cl)ccc2OC)n[nH]c1=O	96	8	96	4	94	109	0	100
COc1ccc(O)c(/C=N/NC(=O)CSc2nnc(C)n2-c2ccccc2)c1	?	2	?	-19	?	?	0	?
CC(C)Sc1nc2c(cnn2-c2ccc(F)cc2)c(=O)[nH]1	103	-15	105	3	105	105	0	95
C/C(=N/Nc1ncc(Br)cn1)c1ccc([N+](=O)[O-])cc1	85	3	109	16	97	108	0	81
Cc1ccccc1C(=O)Nc1nnc(-c2ccc(F)cc2)o1	97	-4	97	2	110	99	2	98
COc1ccc(NC(=O)CSCCc2ccccn2)cc1OC	97	6	104	1	107	99	0	104
CC(C)(C)c1ccc(-c2nc3n(c(=O)c2C#N)CCS3)cc1	100	1	98	2	94	117	2	116
CCCc1cc(C(=O)Nc2cccc([N+](=O)[O-])c2)cs1	101	5	90	-59	97	91	0	85
COc1ccc(OC)c(NC(=O)CSc2nc(=O)n(Cc3ccccn3)c3c2CCC3)c1	91	12	102	14	101	96	1	98
CCOC(=O)N1CCN(Cc2nc3ccc([N+](=O)[O-])cc3c(=O)n2-c2ccccc2F)CC1	103	-2	92	6	93	103	3	98
O=C(c1nc2ccccc2s1)N1CCN(c2ccccn2)CC1	99	1	96	-1	104	97	2	92
C[C@H](NC(=O)c1nc[nH]c1C(=O)N[C@@H](CCCCN)C(=O)OC(C)(C)C)C(=O)OCc1ccccc1	105	4	113	.	109	104	9	109
NC(=O)c1sc2nc3c(c(-c4ccc(Cl)cc4)c2c1N)CCCC3	106	7	105	9	109	109	0	106
Cn1c(N2CCCC2)nc2c1c(=O)n(Cc1ccc(Cl)cc1)c(=O)n2C	99	-1	100	0	162*	99	2	72
Cc1ccc(S(=O)(=O)N(C)C)cc1NC(=O)CCNC(=O)c1ccco1	108	35	102	-1	96	104	0	107
COC(=O)CC1COc2ccccc2N1C(=O)c1ccc(Br)cc1 (stereo not drawn)	108	5	95	5	102	110	2	126
O=C(CSc1nnc(-c2ccncc2)n1CCc1ccccc1)NCc1ccccc1	97	8	97	0	98	104	0	96
Cc1ccc(C(=O)O/N=C(\N)Cc2ccc([N+](=O)[O-])cc2)c(Cl)c1	101	10	67	14	138	90	3	77
COc1ccccc1NC(NC(=O)c1ccccn1)C(Cl)(Cl)Cl (stereo not drawn)	104	28	104	2	94	108	7	103
CCN(c1ccccc1)S(=O)(=O)c1ccc(OC)c(NC(=O)c2cc(F)c(F)c(F)c2F)c1	95	9	117	-2	177*	114	1	93
O=C(Cc1ccccc1)NN1C(=O)C2C3C=CC([C@@H]2C1=O)C31CC1 (stereo partly drawn)	105	12	103	15	106	105	5	101
Cc1cc(S(=O)(=O)NCC(=O)O)ccc1F	98	-35	98	3	96	92	1	87
The listing continues.
SMILES	RPL19A TOR yeast	VLA-4 inh	AGP1 TOR yeast	JMJD2C inh	LAP4 TOR yeast	MEP2-GFP yeast	GRK2 inh	CIT2 TOR yeast
O=C(c1ccc2ccccc2n1)N1CCN(S(=O)(=O)c2ccccc2)CC1	101	10	105	0	101	101	0	102
O=C(O)C(Cc1c[nH]c2ccccc12)N1C(=O)c2ccccc2C1=O (stereo not drawn)	?	-2	?	-9	?	?	3	96[may fluoresce red]
Cc1cc(C(=O)N/N=C/c2ccc(O)c([N+](=O)[O-])c2)c(C)n1-c1ccc(F)cc1	103	3	90	3	71	100	5	124
O=C(CN(c1ccc(F)cc1)S(=O)(=O)c1ccc2c(c1)OCCO2)Nc1ccc2c(c1)OCO2	93	-3	94	0&22	.	111	3	96
O=C(NCCCN1CCCC(O)C1)c1cc(COc2ccc(F)cc2F)on1 (stereo not drawn)	102	-10	101	2	94	103	2	106
COc1cccc(C(=O)OCC(=O)Nc2ccc3c(c2)OCCO3)c1	100	3	101	-2	99	116	0	109
Cc1cc(-c2nnc(CCC(=O)NCc3ccc(OC(F)(F)F)cc3)o2)no1	100	-119	106	-18	100	98	0	100
COc1ccc(C)cc1C(=O)C1CC(C(=O)O)C(C)(C)C1C (stereo not drawn)	98	0	101	2	113	105	1	98
Cc1ccc(OCc2nc(-c3ccccc3)no2)c(C)c1	94	-9	100	-2	101	108	0	112
CCCNS(=O)(=O)c1ccc(CCC(=O)NCC2CCCO2)cc1 (stereo not drawn)	103	33	111	-14	109	112	0	102
Cc1nnc(N/N=C/c2ccccn2)[nH]c1=O	99	4	104	-2	100	98	0	104
COc1cc(NC(=O)c2cccs2)c(C(=O)OCC(=O)NCc2ccco2)cc1OC	100	3	.	-5	107	106	5	108
COC(=O)c1oc2c(c1C)C1(CCC2)SCCS1	102	5	97	-5	99	98	0	93
Cc1nn(-c2ccccc2)c(=S)n1-c1ccccc1	101	0	111	1	109	107	0	117
O=c1c2ccccc2ncn1-c1ccc(Br)cc1[N+](=O)[O-]	100	1	103	1	97	102	0	94
CC1(C)Oc2ccc(C(=O)N3CCCCC3)cc2N(CC(=O)NCc2ccccc2)C1=O	99	5	99	4	108	100	2	90
O=C(COC(=O)c1cc(S(=O)(=O)N2CCCCC2)ccc1N1CCOCC1)NC1CCS(=O)(=O)C1 (stereo not drawn)	101	12	122	7	106	107	0	115
CCCOc1ccc(N2C(=O)CC(N3CCC(C(=O)OCC)CC3)C2=O)cc1 (stereo not drawn)	98	4	92	3	102	97	1	99
CN(CC(=O)Nc1cccc(C(F)(F)F)c1)C1=NS(=O)(=O)c2ccccc21	97	0	100	-2	100	103	1	96
CCCN(Cc1cc2cc(C)ccc2[nH]c1=O)C(=O)c1cccc([N+](=O)[O-])c1	98	-8	103	-2	105	92	0	102
COc1ncnc2sc(-c3ccccc3)cc12	97	8	89	88	120	98	2	84
COC(=O)c1ccc(NC(=S)N2CCN(C)CC2)cc1	?	-12	?	-2	?	?	1	80[may fluoresce red]
CSc1ccccc1NC(=O)Nc1cccc2ccccc12	104	1	91	8	66	99	1	98
CCN(CC(=O)Nc1c(F)cccc1F)C(=O)c1ccc(Cl)c(S(=O)(=O)N2CCCC2)c1	98	4	104	7	100	103	1	93
Cc1cc(C)c(C#N)c(SCC(=O)Nc2nonc2N)n1	108	16	103	7	97	107	3	108
(more compounds)
SMILES	RPL19A TOR yeast	VLA-4 inh	AGP1 TOR yeast	JMJD2C inh	LAP4 TOR yeast	MEP2-GFP yeast	GRK2 inh	CIT2 TOR yeast
O=C(NCCN1CCCCC1)c1cc(COc2c(F)cccc2F)on1	103	4	97	3	98	100	0	96
CCOC(=O)Cn1c(=N)n(Cc2ccccc2F)c2ccccc21	97	13	104	0	102	100	0	101
O=C(CNC(=O)c1ccccc1Cl)Nc1ccncc1	101	16	97	6	100	101	3	107
Cc1ccc2nc(N3CC(=O)Nc4ccccc43)nc(-c3ccccc3)c2c1	92	i	95	15	93	89	0	85
Cc1cccc(OCCCCCn2ccnc2)c1	112	1	118	-1	109	107	0	112
CCN(C(=O)COC(=O)Cc1c[nH]c2ccccc12)c1c(N)n(Cc2ccccc2)c(=O)[nH]c1=O	103	27	113	-6	102	98	0	99
COc1ccccc1CNC(=O)OCc1nccnc1C(=O)Nc1ccc(Br)cn1	103	3	97	25	98	98	1	97
COc1ccc(N(CC(=O)Nc2ccc3c(c2)OCO3)S(=O)(=O)c2ccc(F)cc2)cc1	105	4	101	-4	90	102	0	103
CC1Oc2ccccc2N(CC(=O)N2CCc3ccccc32)C1=O (stereo not drawn)	106	4	110	-11	101	102	0	107
CCOc1ccc(CN(C)C(=O)c2ccc(=O)[nH]c2)cc1	99	12	90	-5	89	104	0	94
O=C(COc1ccc(S(=O)(=O)N2CCCC2)cc1Cl)NCc1cccnc1	95	-1	97	-1	93	98	0	94
Cc1nc(SCC(=O)Nc2ccc(F)cc2)c(C#N)c(C)c1CC(=O)c1ccc(Br)cc1	107	-2	117	2	112	105	0	114
COc1ccc(N2CC(C(=O)N[C@@H](C)C(=O)NC(C)c3ccccc3)CC2=O)cc1 (stereo partly drawn)	107	-5	103	5	97	110	0	110
CN1CCN(C(=O)c2ccc(N(C)S(=O)(=O)c3cccs3)cc2)CC1	94	5	97	3	105	97	3	94
COc1ccc(F)cc1CN1CCN(C(=O)CCC(=O)Nc2nnc(C(C)C)s2)CC1	107	-2	108	2	103	103	0	112
CC(=O)c1ccc(N2CCN(CC3CCCCC3)CC2)cc1	102	-4	100	13	96	107	0	105
O=S(=O)([N-]c1nc2ccccc2nc1-[n+]1ccc(Cc2ccccc2)cc1)c1ccc(Br)s1	95	-3	119	0	112	101	0	111
CCC(C)NC(=O)c1ccccc1SC (stereo not drawn)	96	0	102	-1	118	105	4	105
COc1ccc(C(=O)Nc2cc(OC)c(Cl)cc2OC)cc1	100	3	97	-9	90	104	0	98
Cc1ccc2c(n1)CC(C)(C)C/C2=N\O	101	3	106	-7	99	108	0	107
COc1ccc(NC(=O)NNC(=O)c2cc3ccccc3cc2O)cc1	98	-8	96	15	93	104	0	104
C[C@H]1O[C@H](O[C@H]2[C@H](O[C@@H]3CC[C@@]4(C)C(CC[C@]5(C)C4CC=C4[C@@H]6CC(C)(C)CC[C@]6(C(=O)O[C@@H]6O[C@H](CO)[C@@H](O)[C@H](O)[C@H]6O)CC[C@]45C)C3(C)C)O[C@H](C(=O)O)[C@@H](O)[C@@H]2O)[C@@H](O)[C@@H](O)[C@@H]1O (stereo partly drawn)	100	13	104	-2	108	104	1	101
COc1ccc(CNC(=O)CN(Cc2ccccc2Cl)C(=O)c2csnn2)cc1	102	-2	103	0	102	106	3	110
CN(c1ccccc1)S(=O)(=O)c1ccc(Cl)c(C(=O)NCCc2c[nH]c3ccccc23)c1	?	-8	?	-3	?	?	0	?
CCCC(=O)Nc1ccc(C)c(O)c1	104	26	113	5	111	101	2	101
(cont.)
SMILES	RPL19A TOR yeast	VLA-4 inh	AGP1 TOR yeast	JMJD2C inh	LAP4 TOR yeast	MEP2-GFP yeast	GRK2 inh	CIT2 TOR yeast
FC(F)(F)c1cc(-c2ccco2)nc(NCc2ccco2)n1	96	-4	98	17	102	101	2	92
COCCN(CC(=O)Nc1cccc(C)c1C)C(=O)CN1C(=O)NC2(CCCCC2)C1=O	91	-5	93	-6	89	98	0	95
CCOc1ccc(-n2c(-c3ccco3)nc3c(cnn3-c3ccc(C)cc3)c2=O)cc1	97	10	97	25	101	95	1	89
O=C(O)c1cccc(NS(=O)(=O)c2ccc3c4c(cccc24)C(=O)N3)c1	106	4	103	-1	108	110	6	108
Cc1ccc(S(=O)(=O)NC(C)C(=O)NC(C)c2cccs2)cc1 (stereo not drawn)	93	-3	93	-12	84	96	0	92
Cc1cc(C)c2c3c(sc2n1)C(=O)N(c1ccccc1C)CC(=O)N3	96	6	105	-1	108	96	0	92

Screening data deposited in PubChem BioAssay by several laboratories.
